# SKN-1 block – C. elegans SKN-1 inhibition. C. elegans VP596 Pgst-4::GFP/RFP ratio, acrylamide-induced, 24 h. inhibition, % at 21.8 µM. hit rate 0.49% among 360,000. AID 624304;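 active = interference check ratio from 0.5 to 1.5 plus GFP to RFP signal ratio inhibition reaching or exceeding a fixed threshold, cut at about 30% in these data, passing the limit was not always enough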; note: some compounds called inactive have numbers as strong as hits
# LMPTP inh – LMPTP (human) inhibition | recombinant LMPTP-A, OMFP fluorogenic substrate, fluorescence intensity | inhibition, % at 20 µM | hit rate 0.22% among 360,000;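 active = compounds that cut the enzyme signal by at least half of the control window in the single-dose screen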;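 note: plate controls were DMSO wells with enzyme plus substrate for no effect and substrate without enzyme for full effect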
# Target sequence (P24666 whole entry, looked up): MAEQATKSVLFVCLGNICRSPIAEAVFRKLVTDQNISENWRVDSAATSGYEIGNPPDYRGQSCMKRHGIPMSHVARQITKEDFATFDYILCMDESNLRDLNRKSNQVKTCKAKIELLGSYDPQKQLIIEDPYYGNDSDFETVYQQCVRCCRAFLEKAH
#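 Test system – LMPTP-A phosphatase enzyme · Quantity – 0.625 nM LMPTP-A final · Reagent – OMFP substrate, 400 µM final · Dosing – one test concentration per compound, 20 µM, with 3% DMSO overall · Timing – 50 min enzyme reaction at room temperature, protected from light · Detection – fluorescence intensity · Controls – substrate-only low control, DMSO enzyme-plus-substrate high control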
# MT1-MMP act inh – blocks activation of human MT1-MMP | P50281 | HT1080 RFP-PRO-GFP cells, GFP/RFP ratio fluorescence, overnight; percent of plate control window, DMSO zero | GFP/RFP ratio change, % at 20 µM | hit rate 0.061% among 360,000 | AID 651647;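 active = GFP/RFP ratio change of at least 30% with cell ATP level not reduced by more than half and red fluorescence within 50% of control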; note: strong numbers were not always called active
#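 Assay system: RFP-PRO-GFP reporter HT1080 cells; read-out basis: GFP/RFP fluorescence ratio; benchmarks: DMSO wells and RFP-L50D-GFP cells; doses: 20 µM single dose, 1% DMSO; schedule: overnight cell settling, then overnight compound exposure, 37 °C, 5% CO2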
# Scp-1 inhibitor – Scp-1 (human) phosphatase inhibition; inhibition, % at 20 µM; Q9GZU7; hit rate 0.88% among 340,000; Recombinant Scp1, phosphopeptide, malachite green phosphate absorbance;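 active = inhibition above about 50% at 20 µM, limit read from the data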;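 note: plate controls were DMSO wells with enzyme for no effect and wells lacking enzyme for full effect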
# Target sequence (Q9GZU7 76-261 limits assumed): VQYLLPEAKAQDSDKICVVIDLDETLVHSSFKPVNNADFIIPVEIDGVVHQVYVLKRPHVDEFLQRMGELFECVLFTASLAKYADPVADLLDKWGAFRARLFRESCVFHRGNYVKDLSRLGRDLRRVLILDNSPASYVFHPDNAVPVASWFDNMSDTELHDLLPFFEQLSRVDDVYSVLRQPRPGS
#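 System: SCP-1 catalytic domain; Reagent: Phospho 17-mer peptide substrate; Doses: one concentration, 20 µM, with 1.0% DMSO; Incubation: 45 min room-temperature reaction, 5 min colour, 30 min stabiliser; Signal: Phosphate-binding colour reagent, absorbance read at 630 nm.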
# NadD block – NadD (S. aureus) enzyme inhibition; inhibition, % at 20 µM; hit rate 0.78% among 360,000; purified NadD enzyme, colorimetric absorbance read-out; AID 602399; in the data active = inhibition above about 26%; note: some compounds past the cut are filed as inactive
# DNMT1 block – blocks human DNA methyltransferase DNMT1. hit rate 0.83% among 360,000. AID 588458. inhibition (reported as % activation of signal), % at 10 µM. DNMT1 molecular beacon, Hinp1I cleavage, fluorescence; in the data active = inhibition above about 50%
# STEP inh – blocks human striatal-enriched tyrosine phosphatase. recombinant STEP, OMFP fluorogenic substrate, fluorescence. inhibition, % at 20 µM. hit rate 0.25% among 360,000. AID 588621;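 active = inhibition at 20 µM, scaled per plate between control wells, above about 37%, limit read from the data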;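 note: 0% = DMSO with enzyme and substrate and 100% = substrate only without enzyme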
#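 Test system: STEP tyrosine phosphatase / Reagent: OMFP at 25 µM / Doses: 20 µM, 1% DMSO / Read-out: percent inhibition scaled to no-enzyme and uninhibited-enzyme controls, plate-pattern corrected / Detection: FITC-channel fluorescence of OMFP product / Medium: Bis-Tris buffer pH 6.0, 2.5 mM DTT, 0.005% Tween 20 / Schedule: 20 min at room temperature, dark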
# Rpn11 inh – Rpn11 (human) deubiquitinase inhibition. human 26S proteasome, Ub4-pepOG fluorescence polarization; 20S core pre-blocked with epoxomicin. calls only at 20 µM. AID 588493. hit rate 0.59% among 360,000. O00487;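 active = inhibition at 20 µM, scaled to each plate's controls, above about 33%, limit read from the data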
# Target sequence (O00487 whole entry, looked up): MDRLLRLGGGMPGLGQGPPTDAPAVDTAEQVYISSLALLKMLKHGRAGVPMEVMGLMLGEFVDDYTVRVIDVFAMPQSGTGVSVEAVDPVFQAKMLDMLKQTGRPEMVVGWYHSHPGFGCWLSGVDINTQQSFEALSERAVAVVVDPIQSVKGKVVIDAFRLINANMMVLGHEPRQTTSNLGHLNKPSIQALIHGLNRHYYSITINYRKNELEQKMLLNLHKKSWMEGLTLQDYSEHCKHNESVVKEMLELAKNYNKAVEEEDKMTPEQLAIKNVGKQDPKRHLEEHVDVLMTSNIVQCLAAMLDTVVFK
# SUMO1 PPI mod – alters human SUMO1 binding to SIM partners. SUMO1 binding to a labelled peptide, TR-FRET, 1 h. inhibition, % at 20 µM. hit rate 0.33% among 360,000. AID 602429; in the data active = inhibition above about 37%
# Target sequence (P63165 whole entry, looked up): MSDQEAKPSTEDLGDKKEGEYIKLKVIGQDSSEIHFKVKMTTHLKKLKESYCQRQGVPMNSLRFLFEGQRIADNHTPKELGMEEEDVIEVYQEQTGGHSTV
# NRP1-CendR mod – modulators of CendR peptide binding to human neuropilin-1; O14786; FAM-RPARPAR peptide binding to NRP-1, fluorescence polarization; inhibition, % at 25 µM; hit rate 0.85% among 360,000; AID 602438;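 active = inhibition or corrected inhibition above about 18%, plus a signal ratio from 0.5 to 1.5, limit read from the data, passing the limit was not always enough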; note: strong numbers were not always called active
# * = called active by the depositor; i = inactive; / = no result given; + = active, no number.
SMILES,SKN-1 block,LMPTP inh,MT1-MMP act inh,Scp-1 inhibitor,NadD block,DNMT1 block,STEP inh,Rpn11 inh,SUMO1 PPI mod,NRP1-CendR mod
Cc1ccc(C(=O)NNC(=O)c2ccc3ccccc3c2)cc1,2,-0.6,5,-5,1,0,-4,i,-10,1
CN(C)C(CNC(=O)CSC(=S)N1CCCC1)c1ccccc1 (stereo not given),-3,-1.6,-2,-8,1,3,0,i,-2,-28
CC(C)C(O)(CC#CCN1CCCC1)c1ccccc1 (stereo not given),-1,-0.6,-7,6,-10,7,0,i,6,-6
COc1cc2cc(C(=O)N3CCc4ccccc4C3)[nH]c2cc1OC,7,-0.1,1,16,0,-1,2,i,-6,2
CCN(CC)c1nc(C=Cc2ccc(N(C)C)cc2)c2nccnc2n1,79,3.9,-23,/,-5,2,-9,/,-19,102
CC(OC(=O)CNS(=O)(=O)c1ccc2ccccc2c1)C(=O)N(C)c1ccccc1 (stereo not given),1,-0.2,-1,-7,-4,1,-2,i,-6,-2
COc1ccc(S(=O)(=O)N2CCC(C(=O)NCc3ccccc3)CC2)cc1OC,-7,-1.5,1,-6,-7,1,2,i,4,14
C#CCOCCOCCOCCNc1nc(N2CCN(C(=O)[C@H](CCCCN)n3cc(CN)nn3)CC2)nc(N2CCN(C(=O)[C@H](CCCCN)n3cc([C@@H](N)CC(N)=O)nn3)CC2)n1,-9,-10,1,2,4,-17,-3,i,-150,1
Cc1ccc(CNC(=O)CCNC(=O)c2ccco2)cc1,8,-0.9,1,4,-2,4,13,i,1,-8
Cc1ccc(N(CC(=O)Nc2ccc(C)cc2C)S(=O)(=O)N2CCCC2)cc1,0,-1.1,4,-6,-3,0,-2,i,0,3
COc1cccc(C(=O)COC(=O)c2cccs2)c1,7,0.8,-2,-5,-15,3,1,i,4,18
CCOc1ccc(C(=O)/C=C/c2cc(OC)c(OC)c(OC)c2)cc1,-1,2.0,-6,-10,-7,15,2,i,-6,-3
CCC(C)Nc1nc(-c2c[nH]c3ccccc23)cs1 (stereo not given),0,1.9,9,-10,8,-8,5,i,13,-43
CC(=O)Nc1ccc(NC(=O)C(C)OC(=O)CNS(=O)(=O)c2ccc(Br)cc2Cl)cc1 (stereo not given),-17,0.4,-4,5,0,2,-1,i,5,13
CC(C)N(Cc1nccn1C)C(=O)c1cc(COc2ccc(F)cc2Cl)on1,9,-0.9,-3,-2,-5,-1,-1,i,1,16
CCCCc1ccc(NC(=S)NCc2cccs2)cc1,18,2.1,3,-7,1,0,0,i,-4,-13
CCNS(=O)(=O)c1ccc(C(=O)OCc2cc(=O)oc3cc(OC)ccc23)cc1,0,0.6,1,6,0,3,2,i,-27,5
COc1ccc(C(=O)CSc2n[nH]c(N)n2)cc1,0,1.1,-2,-6,-2,3,-4,i,0,5
CCOC(=O)[C@]12CCCC=C1N(Cc1ccccc1)C(=O)[C@H](CC(=O)NCCc1ccccc1OC)C2,0,0.3,-4,/,/,/,/,/,0,5
Cc1ccccc1Nc1nnc(SCc2cc(=O)n3ccsc3n2)s1,-5,2.2,-6,4,8,4,2,i,4,11
Cc1c(NC(=O)CN2C(=O)C(=O)N(Cc3ccccc3)C2=O)c(=O)n(-c2ccccc2)n1C,5,-2.4,0,-2,-4,2,16,i,3,-26
CC(NC(=O)CN1CCN(CC(=O)Nc2ccccc2Cl)CC1)c1ccc(Br)cc1 (stereo not given),7,-6.1,3,-7,-5,-1,-2,i,-2,-2
CCc1c(O)nc(N2CCN(Cc3ccccc3)CC2)[nH]c1=O,-1,-1.2,6,-5,-1,5,-1,i,-4,13
CC(C)Nc1nc(Oc2ccc(=O)n(-c3ccccc3)n2)nc(N(C)C)n1,1,-2.5,2,-7,0,-10,0,+,-2,-2
COc1cc(C(=O)NC(c2ccccc2)c2ccccc2)cc(OC)c1C,-6,-0.7,-2,2,5,6,-2,i,4,2
CC(=O)Nc1cccc(-c2ccnc3c2CC(C)(C(=O)Nc2cccc(C(F)(F)F)c2)O3)c1 (stereo not given),3,2.1,-2,/,-1,-9,-1,i,-2,-11
Cc1ccc(-c2nc3ncccc3o2)cc1NC(=O)c1ccccc1,-6,-0.9,3,-10,0,3,-2,i,2,0
Cc1c([N+](=O)[O-])c2ccc(O)cc2n1-c1ccccc1,4,7.0,-16,0,-2,6,3,i,-6,15
CC(=N\O)/C(CN(C)C)=N/O,-5,-0.6,-2,-2,-1,1,-1,i,-4,7
Cc1c(C(=O)Nc2cccnc2Cl)oc2ccccc12,21,1.0,0,-5,-3,2,0,i,-4,12
CC(=O)Oc1ccccc1/C=C1\CCOC1=O,8,-1.2,-2,-7,-1,-5,-1,i,-6,11
Cn1c(Oc2ccc(Cl)cc2)c(C=O)c2ccccc21,-2,0.0,-9,-13,-6,0,-2,i,-4,19
O=C(N/N=C/c1cc2c(cc1Cl)OCO2)c1cc(-c2ccccc2)n[nH]1,10,1.3,3,-5,17,-4,1,i,-3,0
COc1ccc(C(C)=O)cc1COC(=O)CNC(=O)c1cc(C)cc(C)c1,12,-1.1,0,-6,2,-5,0,i,3,2
O=C(CC1C(=O)NCCN1C(=S)Nc1ccccc1)Nc1ccc2c(c1)OCCO2 (stereo not given),1,-0.1,-3,-1,13,-4,2,i,6,-3
O=C(Cn1c(=O)oc2cc(S(=O)(=O)NCc3ccccc3)ccc21)NCc1ccco1,-19,-1.7,2,-7,-1,-1,-1,i,3,7
CCOc1ccc(/C=N/N2C(=O)C(CC(=O)Nc3ccc(F)cc3F)SC2=NC)cc1OC (stereo not given),3,1.1,-1,-8,-4,2,-2,i,-4,-12
O=C(NCC1CCCO1)C1CCN(C2CCN(C(=O)Cc3ccsc3)CC2)CC1 (stereo not given),-16,-2.7,1,-4,-6,-1,-3,i,-5,-8
O=C(NCc1ccco1)/C(=C/c1cccnc1)NC(=O)c1ccco1,-9,-0.6,0,-4,1,2,2,i,-1,-48
COc1ccc(CCNC(=O)CCNC(=O)c2ccco2)cc1OC,-28,-0.5,-3,1,-2,2,-2,i,5,-4
Cc1ccc(C)c(-c2nnc(NC(=O)CS(=O)(=O)c3ccccc3)o2)c1,6,-1.5,-4,-4,6,2,2,i,2,-1
Cc1nc(N2CCOCC2)nc(OCCN(C)C)c1[N+](=O)[O-],14,-5.2,-4,0,-3,0,2,i,1,4
CN(C)S(=O)(=O)N(CC(=O)N1CCN(c2ccccc2F)CC1)c1ccccc1,1,0.4,-3,-4,-1,0,3,i,-2,4
O=C(Nc1cccc(S(=O)(=O)NCc2ccco2)c1)c1ccc(Cl)cc1,3,-2.0,-6,-10,-8,-4,0,i,-2,5
O=C(CCN1C(=O)c2cccc3cccc(c23)C1=O)Nc1ccccc1,-2,0.5,2,-5,1,11,-1,i,-9,1
COc1ccc(-c2csc(NC(=O)C3CC(=O)N(c4ccc5c(c4)OCCO5)C3)n2)cc1 (stereo not given),14,3.3,-4,4,15,-5,-3,i,-1,-4
CC[C@]1(c2ccccc2OC)C(=O)N(C(=O)OC)N1C(=O)OC,25,0.4,4,-10,5,5,-4,i,-24,1
O=C(Nc1cc(S(=O)(=O)Nc2ccc(Cl)cc2)ccc1O)c1ccc(F)cc1F,-8,6.8,/,24,4,-5,-5,i,10,-3
CCn1c(SCC(=O)Nc2ccccc2F)nnc1-c1cnccn1,-6,-1.7,4,-4,0,2,-2,i,-4,4
COc1ccc(CN(C)C(=O)c2ccc(OCC(=O)Nc3cccc(C(F)(F)F)c3)c(OC)c2)cc1,2,-1.0,17,/,-6,-19,-2,i,-17,8
# (next part)
SMILES,SKN-1 block,LMPTP inh,MT1-MMP act inh,Scp-1 inhibitor,NadD block,DNMT1 block,STEP inh,Rpn11 inh,SUMO1 PPI mod,NRP1-CendR mod
CN(Cc1nc2ccccc2c(=O)[nH]1)C(=O)c1cc(-c2ccc(Br)cc2)nc2ccccc12,-2,1.5,0,0,11,-4,2,i,-71,-1
Cc1ccc(N2C(=O)CC(NNc3nc4ccccc4s3)C2=O)cc1C (stereo not given),4,0.9,-3,-5,-4,-5,-4,i,3,12
O=C(COC(=O)c1ccc(Cl)s1)c1ccc[nH]1,10,-0.9,1,-7,-4,-4,-2,i,-2,1
CC(C)c1ccc(N2C(=O)C(Cl)=C(N3CCOCC3)C2=O)cc1,7,0.8,-3,-7,-10,0,42*,i,-27,8
CC(C)Oc1ccccc1/C=N/NC(=O)C1CCCC1,0,1.2,-5,-6,-2,1,0,i,-2,-5
O=C1c2ccccc2C(=O)N1c1ccc(S(=O)(=O)N2CCCCC2)cc1,-5,0.5,-3,1,2,0,1,i,-27,5
COc1ccc(-c2[nH]ncc2CN2CCCC(C(=O)c3cccc(OC)c3)C2)cc1 (stereo not given),5,-1.1,2,-1,-4,3,-2,i,2,-1
COc1ccc(CN2CCC(Oc3ccc(C(=O)N4CCCC4)cc3)CC2)c(F)c1,4,1.2,4,-7,-6,1,-1,i,2,11
CC(=O)c1csc(COc2cc(Cl)cc(Cl)c2)n1,-9,0.4,3,-7,-4,0,1,i,-3,9
C=CCn1c2c(c(=O)[nH]c1=S)CN(C(C)c1ccccc1)CN2 (stereo not given),13,-0.5,2,-7,-16,2,1,i,-2,-7

# Some entries already given, limited to DNMT1 block.
mol | DNMT1 block
COc1ccc(CN2CCC(Oc3ccc(C(=O)N4CCCC4)cc3)CC2)c(F)c1 | 1
CC(=O)c1csc(COc2cc(Cl)cc(Cl)c2)n1 | 0
C=CCn1c2c(c(=O)[nH]c1=S)CN(C(C)c1ccccc1)CN2 (stereo not given) | 2

# Remaining list, next part
SMILES,SKN-1 block,LMPTP inh,MT1-MMP act inh,Scp-1 inhibitor,NadD block,DNMT1 block,STEP inh,Rpn11 inh,SUMO1 PPI mod,NRP1-CendR mod
CCn1c(SCC(=O)Nc2ccc(OC)c(S(=O)(=O)N3CCCCC3)c2)nnc1C1CC1,2,-1.4,-3,-2,-2,3,-2,i,1,0
Cc1c(/C=N/NC(=O)c2ccc3c(c2)OCO3)cnn1C,12,-1.2,-1,5,1,4,-23,i,1,-2
Cc1cc(-c2ccc(C)c(S(=O)(=O)N3CC(=O)Nc4ccccc43)c2)on1,15,-0.7,-1,-6,3,0,1,i,-2,4
COc1ccc(-c2cc3c(c4c2ccn4C)C2CCC3C2)cc1F (stereo not given),0,0.4,7,/,9,-3,1,i,-23,11

# Rpn11 inh, hit marks shown above
SMILES,SKN-1 block,LMPTP inh,MT1-MMP act inh,Scp-1 inhibitor,NadD block,DNMT1 block,STEP inh,Rpn11 inh,SUMO1 PPI mod,NRP1-CendR mod
CC(C)Nc1nc(Oc2ccc(=O)n(-c3ccccc3)n2)nc(N(C)C)n1,1,-2.5,2,-7,0,-10,0,+,-2,-2

# High-throughput results deposited in PubChem by Sanford-Burnham Center for Chemical Genomics.
